# Screens: PubChem BioAssay, several laboratories
# Myeloid diff MLP: induction of myeloid progenitor differentiation, primary screen, cell-based, flow cytometry, MLPCN library; 360,000 tested, 1% active; calls only at 10 µM; AID 624256, 2012; ER-HoxA9 myeloid progenitors, lysozyme-GFP differentiation;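 active means normalized GFP-positive differentiation at or above the plate's own cutoff, the solvent-only control mean plus 3 SD; inconclusive means no clear call, values can overlap the other calls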;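 further: cells exposed to compound for four days before flow analysis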
# UTI89 phage lysis: inhibition of K1F phage lysis, E. coli UTI89, bacterial capsule biogenesis inhibitors, alamar blue (AID 488966). E. coli UTI89 K1F phage lysis, alamar blue, 2 h; higher % means a stronger effect. inhibition, % at 100 µM, or IC50 in µM where a hit was titrated. 340,000 tested, 0.02% active;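 active means phage lysis inhibition, versus mean bacterial control, above a set limit; inconclusive means no clear call, values can overlap the other calls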;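 further: capsule biogenesis inhibitors block K1F phage lysis so surviving cells raise fluorescence; higher fluorescence means more inhibition of phage lysis; actives were called in the ten point dose series up to 300 µM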
# Lipid droplet: inhibitors of hepatocyte lipid droplet formation, primary screen, imaging, high-throughput imaging, BODIPY stain. AML12 mouse hepatocytes, oleate lipid droplets. 240,000 tested, 0.4% active. AID 1656, 2009. inhibition, % at 6.5 µM;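 active means lipid droplet intensity inhibited by at least 50%, with more than 500 cells counted; inconclusive means wells with under 300 cells, treated as cytotoxic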
#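 Technique: fluorescence imaging, 20x objective, two fields per well / Assay system: AML12 hepatocytes (mouse) / Measure: % inhibition of lipid droplet signal / Doses: 6.5 µM single-point dosing / Incubation: overnight exposure / Reagent: 100 µM oleic acid challenge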
# Lipid droplet cells 6.5 µM: second read-out of Lipid droplet, no call of its own (marks repeat the call); cell count; measured here: cell count, cytotoxicity flag;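 cells counted across two imaged fields per well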
# Myeloid diff MLP GFP+ MAC1+ %: further read-out of Myeloid diff MLP, marked with its call; GFP+ MAC1+ double positive, %; measured here: differentiation confirmed by MAC1 staining
# Starred values were filed as active, the others as inactive; i = inactive; ? = inconclusive; / = not tested or not shown; + = active, no number; [ ] = another dose, or the depositor's remark. These rows are one share of the data (hit frequency here may not be typical).
SMILES,Myeloid diff MLP,Myeloid diff MLP GFP+ MAC1+ %,UTI89 phage lysis,Lipid droplet,Lipid droplet cells 6.5 µM
CCOc1ccc(NC(=O)CS(=O)CC(=O)N(CC(=O)NC(C)(C)C)C2CCCC2)cc1 (stereo unspecified),i,2.9,0.2%,1.7,824
Cc1ccc2c(COC(=O)c3ccccc3Br)cc(=O)oc2c1,i,0.7,1.6%,-9.2,793
O=C(NNC(=O)c1cc2ccccc2cc1O)Nc1ccc(F)cc1F,i,0.4,0.3%,-0.7,759
O=C(Nc1cccc2ncccc12)c1cc([N+](=O)[O-])ccc1Cl,i,0.3,-0.1%,-5.1,405
O=S(=O)(c1ccccc1)N1N=C(c2cccs2)CC1c1cccc(O)c1 (stereo unspecified),i,0.5,-0.2%,-8.4,710
CCN1CCN(Cc2c3ccccc3cc3ccccc23)CC1,i,0.2,0.3%,-5.4,789
Cc1ccc(N(C(=O)c2snc(C(N)=O)c2N)C(C(=O)NC2CCCC2)c2ccco2)cc1 (stereo unspecified),?,/,-0.3%,-3.2,749
CC(C)c1ccccc1NC(=O)C1C2C=CC(C2)C1C(=O)O (stereo unspecified),i,0.6,0.1%,-20.8,712
CC1CCN(S(=O)(=O)c2ccc3c(ccn3CCC(=O)N3CCCCC3)c2)CC1,i,2.2,-0.2%,17.7,651
O=C(CCNC(=O)c1ccc(Cl)cc1)Nc1ncccc1O,i,0.3,0.1%,21.0,730
CCC1=Nc2cc(C(=O)NCCN3CCOCC3)ccc2Sc2ccc(Br)cc21,i,1.5,0.0%,8.3,607
CCOC(=O)CSc1nnc(NC(=O)c2ccco2)s1,i,0.0,0.5%,-4.9,679
CN(C)C(=O)CSc1nnc(-c2ccc(S(=O)(=O)N3CCCC3)cc2)n1C,i,0.4,0.3%,11.2,717
COc1cccc(NC(=O)CN2C(=O)COc3ccc(S(=O)(=O)N4CCC(C)CC4)cc32)c1,i,1.9,0.3%,-4.7,728
CCN1CCN(CCc2nc3cc(NC(=O)COc4ccccc4)ccc3n2C)CC1,i,1.7,0.1%,-1.6,700
O=C(C1CCCO1)N1CCN(C(=S)Nc2cccc(F)c2)CC1 (stereo unspecified),i,2.0,-0.1%,-17.8,714
O=C(CCc1c[nH]c2ccccc12)OCc1cccc(C(F)(F)F)c1,i,0.8,-0.2%,-59.5,719
Cc1cc(C(=O)Nn2cnnc2)ccc1[N+](=O)[O-],i,1.4,5.7%,3.6,822
N#Cc1c(-c2ccc(Cl)cc2)cc(-c2cccs2)nc1SCC(=O)O,i,0.2,0.2%,1.6,432
CC(NC(=O)c1ccco1)c1nc(-c2ccc(C(C)(C)C)cc2)no1 (stereo unspecified),i,0.7,0.1%,14.1,658
COc1ccc(S(=O)(=O)NC(C)C(=O)NCc2cccnc2)cc1OC (stereo unspecified),i,0.5,-0.6%,0.3,745
Cc1cccc(N2CCN(S(=O)(=O)c3ccc4c(c3)NC(=O)CS4)CC2)c1C,i,5.3,0.3%,-0.3,713
Cc1ccc(C(=O)CNc2ccccc2)cc1,i,0.2,-0.1%,-0.3,843
Cc1ccc2c(=O)c(C(=O)c3ccc(F)cc3)cn(CC(=O)NCc3ccco3)c2n1,i,1.4,0.0%,-5.6,754
CC(C)C[C@H](NC(=O)C1CC(=O)N(c2ccc3c(c2)OCO3)C1)C(=O)NC1CCCC1 (stereo partly specified),i,3.9,0.1%,-0.4,712
Nc1[nH]c(=O)[nH]c(=O)c1N=Nc1ccc(C(=O)O)cc1,i,0.5,2.0%[50 µM],0.1,846
Cc1ccc(Nc2nc(-c3cccnc3)cs2)cc1Cl,i,0.2,0.1%,8.8,833
N#Cc1c(SCC(=O)Nc2ccc(Cl)cc2Cl)sc2c(O)cc(=O)[nH]c12,i,0.8,0.0%,-5.4,753
NC(=O)c1cc[n+](Cc2ccccc2Cl)cc1,i,0.7,0.1%,-12.2,804
COc1ccccc1OCC(=O)NNC(=O)CCCC(=O)NNC(=O)COc1ccccc1OC,i,0.4,-0.4%,-5.1,826
COc1ccc(CNC(=O)CN2C(=O)COc3ccc(S(=O)(=O)N4CCCCC4)cc32)cc1,i,8.5,0.1%,-19.7,747
COc1ccc(C2Nc3ccccc3C(=O)N2NS(=O)(=O)c2ccc(C)cc2)c(OC)c1 (stereo unspecified),i,0.3,0.2%,4.1,718
Cc1ccccc1OCC(=O)Nc1cnn(CCCC(=O)O)c1,i,0.9,-0.1%,2.4,694
CCOC(=O)c1cccc(OCC(O)CNCCOc2ccccc2F)c1 (stereo unspecified),i,3.3,0.1%,-1.1,759
C/C(=N\NC(=O)c1ccccc1O)c1cccc(NC(=O)c2ccccc2)c1,i,0.5,8.5%,-14.3,643
Cc1nc2ccc([N+](=O)[O-])cc2c(=O)n1Cc1ccc(Br)cc1,i,0.8,0.2%,-1.1,865
COc1ccc(C(=O)c2sc(Nc3ccccc3)nc2N)cc1OC,i,0.7,0.2%,8.2,807
COc1ccc(NC(=O)NCCc2c[nH]c3ccccc23)c(OC)c1,i,0.4,0.7%[50 µM],-58.6,843
COc1ccccc1Nc1nc(N(C)c2ccccc2)nc(N)c1[N+](=O)[O-],i,0.4,-0.1%[50 µM],25.1,853
O=[N+]([O-])c1ccccc1S(=O)(=O)c1ccccc1[N+](=O)[O-],i,0.7,0.2%,-4.3,807
CCOc1cc(-c2sc(Nc3ccccc3)n[n+]2-c2ccc(F)cc2)ccc1OC,i,1.2,0.7%,0.6,816
Cc1ccc(OCC(=O)c2cc(C)n(Cc3ccco3)c2C)c([N+](=O)[O-])n1,i,0.3,-0.1%,-12.7,667
CC(=O)N1c2ccc(S(=O)(=O)N3CCC(C(=O)NCc4ccc(N(C)C)cc4)CC3)cc2CC1C (stereo unspecified),i,0.9,0.2%,-1.6,729
C/C(=N\Nc1ccc(C(=O)O)cc1)c1ccc(Cl)s1,i,0.4,-0.1%,4.0,817
CC(=O)Nc1ccc(N(C(=O)c2cnccn2)C(C(=O)NC2CCCCC2)c2ccc(F)cc2)cc1 (stereo unspecified),i,0.6,-0.8%,-3.9,733
CCOC(=O)CN(C)Cc1cn[nH]c1-c1ccc2cc(OC)ccc2c1,i,0.5,0.4%,-1.4,757
Cc1ccc(-c2csc(NCCn3c(C(F)(F)F)nc4ccccc43)n2)cc1,i,0.3,1.7%,-7.6,763
CC1CCCN(CC(=O)Nc2ccc(S(=O)(=O)N3CCCC3)cc2)C1 (stereo unspecified),+,7.0*,0.0%,-2.8,827
O=C(CCl)N1CCCC1c1ccc2c(c1)OCCO2 (stereo unspecified),i,0.8,-1.2%,28.8,804
CC(=O)N1CCN(c2ccc(NC(=O)c3ccco3)cc2)CC1,i,0.3,0.3%,14.5,815

# The listing continues.
SMILES,Myeloid diff MLP,Myeloid diff MLP GFP+ MAC1+ %,UTI89 phage lysis,Lipid droplet,Lipid droplet cells 6.5 µM
COc1cc(/C=N/NC(=O)c2ccccn2)ccc1OC(=O)c1cccs1,i,0.7,i,19.7,666
CC1CCc2c(sc3[nH]c(=S)n(C)c(=O)c23)C1 (stereo unspecified),i,0.4,0.1%,28.2,869
NC(=O)N/N=C1\c2ccccc2-c2c(C(N)=O)cccc21,i,0.5,-0.2%,10.7,411
CCOC(=O)c1c(S(=O)(=O)NCC(=O)NCc2ccc(C)cc2)c(C)n(C)c1C,i,8.8,-4.8%,-5.0,672
Cc1ccc(S(=O)(=O)NC(=NC2CCCCC2)c2ccc(F)cc2)cc1,i,0.7,-0.8%,12.3,807
CCOc1ccc(C(C(=O)NC2CCCC2)N(C(=O)c2snc(C(N)=O)c2N)C2CCCC2)cc1 (stereo unspecified),i,1.1,-0.3%,-13.0,702
CCCc1nnc(NC(=O)CCC(=O)N2CCN(Cc3ccccc3)CC2)s1,i,0.0,0.0%,20.9,650
COc1ccc(OCC(=O)Nc2ccc(N3CCN(C(=O)c4ccccc4)CC3)c(Cl)c2)cc1,i,2.3,2.2%[50 µM],22.5,786
CCOc1cc(/C=C2/C(=N)N3C(=NC2=O)SN=C3S(C)(=O)=O)ccc1OS(=O)(=O)c1ccccc1,i,0.6,0.0%,10.2,699
CSCCC(NC(=O)c1ccccc1)C(=O)N1CCN(C(c2ccccc2)c2ccccc2)CC1 (stereo unspecified),i,8.9,-0.6%[50 µM],-5.8,643
COc1ccc(NC(=O)C(=O)NCC(=O)Nc2cc(OC)ccc2OC)cc1,i,0.9,0.9%[50 µM],3.1,898
CC(O)c1cccc(NC(=O)CC(c2ccccc2)c2ccccc2)c1 (stereo unspecified),i,0.7,0.0%,0.4,783
CC(=O)N1CCOc2ccc(S(=O)(=O)N3CCC(C(=O)Nc4ccc(F)cc4)CC3)cc21,i,0.5,0.8%,-15.0,717
Cc1cc(OCC(=O)Nc2ccc3oc(=O)ccc3c2)ccc1Cl,i,0.6,0.0%,-8.7,786
Cc1nnc(SCC(=O)Nc2ccc(C(N)=O)cc2)n1-c1ccccc1,i,1.4,0.7%,12.6,792
Cc1cc(Cl)ccc1OCCCC(=O)Nc1cccc(-n2cnnn2)c1,i,0.4,-0.1%,-3.1,689
O=C(NCCc1ccccc1F)C1CCCN(c2nc3ccccc3s2)C1 (stereo unspecified),i,4.8,-0.2%,6.7,735
CC(C)(C)c1ccc(C(=O)N/C(=C\c2ccco2)C(=O)Nc2ccccc2C(=O)O)cc1,i,0.5,-0.8%,7.5,849
CC1(C)Oc2ccc(C(=O)Nc3ccccc3F)cc2N(CC(=O)N2CCOCC2)C1=O,i,0.4,0.2%,7.5,798
CCOCCCNC(=S)Nc1ccc2nc(N3CCN(CC)CC3)cc(C)c2c1,i,0.2,-0.2%,-28.5,805

# Some of these compounds in order of number of heavy atoms, lowest first:
SMILES,Myeloid diff MLP,Myeloid diff MLP GFP+ MAC1+ %,UTI89 phage lysis,Lipid droplet,Lipid droplet cells 6.5 µM
Cc1cc(OCC(=O)Nc2ccc3oc(=O)ccc3c2)ccc1Cl,i,0.6,0.0%,-8.7,786
Cc1cc(Cl)ccc1OCCCC(=O)Nc1cccc(-n2cnnn2)c1,i,0.4,-0.1%,-3.1,689
O=C(NCCc1ccccc1F)C1CCCN(c2nc3ccccc3s2)C1 (stereo unspecified),i,4.8,-0.2%,6.7,735
COc1ccc(NC(=O)C(=O)NCC(=O)Nc2cc(OC)ccc2OC)cc1,i,0.9,0.9%[50 µM],3.1,898
CCOCCCNC(=S)Nc1ccc2nc(N3CCN(CC)CC3)cc(C)c2c1,i,0.2,-0.2%,-28.5,805
CC(=O)N1CCOc2ccc(S(=O)(=O)N3CCC(C(=O)Nc4ccc(F)cc4)CC3)cc21,i,0.5,0.8%,-15.0,717

# Next section.
SMILES,Myeloid diff MLP,Myeloid diff MLP GFP+ MAC1+ %,UTI89 phage lysis,Lipid droplet,Lipid droplet cells 6.5 µM
CN(C)S(=O)(=O)c1ccc(C(=O)NCc2nnc(SCC(=O)N3CCCC3)o2)cc1,i,0.8,0.8%[50 µM],-18.0,685
CN(Cc1ccccc1)CC(O)COc1ccc(CNCc2cc3ccccc3s2)cc1 (stereo unspecified),i,0.3,9.4%,13.5,814
COc1ccc(CCNC(=O)c2cc(S(=O)(=O)N(C)C)ccc2N2CCCC2)cc1,i,0.5,0.2%,-10.7,728
O=C(NCCCN1CCOCC1)c1ccc2c(c1)N(Cc1cccc(F)c1)C(=O)c1ccccc1S2,i,1.6,-0.1%,-2.1,670
O=C(c1ccc(CS(=O)(=O)Cc2ccccc2)cc1)N1CCCCC1,i,1.1,-0.2%,0.1,866
Cc1ccc(C)c(S(=O)(=O)N2CCCOC2CNC(=O)C(=O)NCc2ccccn2)c1 (stereo unspecified),i,1.2,-0.4%,-5.9,642
COc1ccc(S(=O)(=O)N2CCN(c3nc(C)cc(C)n3)CC2)cc1,i,0.4,0.0%,2.1,794
Cc1cc(N)n2nc(-c3ccccc3)c(-c3ccccc3)c2n1,i,0.4,-0.1%,4.4,832
COc1ccc(C(CC(=O)Nc2ncccc2C)N2Cc3ccccc3C2=O)cc1OC (stereo unspecified),i,0.3,0.0%,0.8,830
Cc1ccc(S(=O)(=O)N2CCC(C(=O)OC(C)C(=O)NCc3ccccc3)CC2)cc1C (stereo unspecified),i,1.1,0.9%[50 µM],3.0,804
COc1ccccc1OCC(=O)NC1CCCc2ccccc21 (stereo unspecified),i,0.2,0.5%,-47.0,721
CCCCCC(O)(c1ccc(OC)cc1)C(CN1CCOCC1)c1ccccc1 (stereo unspecified),i,0.6,0.1%[50 µM],30.3,846
COc1ccc(NC(=O)CSc2nc(SC)ns2)c(OC)c1,i,0.5,0.0%,-35.8,687
CCN(c1ccccc1)S(=O)(=O)c1nnc(NC(=O)c2ccccc2OC)s1,i,2.2,0.9%,-1.8,682
O=C(C1CCC1)N1CCN(c2ccc(C(F)(F)F)cc2[N+](=O)[O-])CC1,i,4.3,0.0%,-8.9,683
